# Assay outcomes from PubChem.
# TRPV1 ag – human TRPV1 agonism. Q8NER1. TRPV1-expressing cells, Fluo-8 calcium influx, agonist mode. activation, % at 8.33 µM. actives 0.19% (n = 320,000). AID 540275; in the data active = activation above about 80%; inconclusive = between about 30% and that limit; also: 0% is about no effect
#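 Cells expressing TRPV1 were dye-loaded with Fluo-8 and read kinetically: 10 s baseline, 3 min after compound (agonist portion), then 2 min after EC20 capsaicin (allosteric enhancer portion). Calcium-bound dye fluorescence at 480/520 nm.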
# NPC1 prom act – activators of NPC1 promoter | actives 2.4% (n = 320,000) | Potency, µM (doses to about 9.22 µM), inactives show at the top dose activation, usual class: activators | Huh7 NPC1 promoter luciferase reporter, 24 h;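 also: potency is read from the fitted curve at half-maximal effect; % of control where 0% means no effect; nearly all actives have a fitted effect of over 60% in size; reporter is driven by a mutant NPC1 promoter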
#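 Luminescence from an NPC1 promoter-driven luciferase reporter in stably transfected Huh7 cells was measured after 24 h compound treatment at 37 °C, followed by 10 min ambient incubation with luciferase detection reagent.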
# FLuc counter – inhibits or activates purified firefly luciferase, miR-21 counter-screen; Potency, µM (highest dose often 57.5 µM), for the others: at the top dose activity change, negative = inhibition, most hits filed as inhibitors; purified FLuc, Km substrates, luminescence inhibition; AID 588342; actives 6.9% (n = 360,000); P08659;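 also: potency is read from the fitted curve at half-maximal effect; plate controls were vehicle for no effect and reference inhibitor for full effect; nearly all actives have a fitted effect of over 55% in size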
#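 Purified P. pyralis luciferase, 10 nM final, with Km-level 10 uM D-luciferin and 10 uM ATP in 50 mM Tris acetate pH 7.5, 10 mM Mg acetate, 0.01% Tween-20, 0.05% BSA; 6-point qHTS titration about 60 µM downward; luminescence read.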
# BRCA1 expr up – activators of BRCA1 expression; Potency, µM (doses to about 46.1 µM), for inactives: top-dose activation, most hits filed as activators; MCF7-BRCA1-FFLuc reporter, luminescence, 48 h; response scale: scaled: vehicle 0%, 10 µM genistein 100%; actives 1.1% (n = 380,000); also: potency is read from the fitted curve at half-maximal effect; nearly all actives have a fitted effect of over 80% in size; some results filed as inactive show a strong effect at the top dose
#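 MCF7 cells carrying a BRCA1-firefly luciferase reporter (2000 cells/well, phenol-red free MEM) were attached for 2 h at 37 °C, then given compounds for 48 h. Luminescence was read 15 min after luciferase reagent; activity normalized to genistein (10 microM) and DMSO.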
# ELG1 DNA repair – ELG1-dependent DNA repair inhibition. AID 504467. HEK293T ELG1-luciferase reporter, luminescence, 16 h; DNA damage induced by 5-fluorouridine. actives 2.3% (n = 330,000). Potency, µM (doses to about 46.1 µM), without a hit: at the highest dose activity change, negative = inhibition, usual class: inhibitors; also: potency is read from the fitted curve at half-maximal effect; % is scaled to controls: 0 for no effect and ±100 for the full control effect; nearly all actives have a fitted effect of over 55% in size
#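 Overnight (16 hr) co-exposure of 2,000 cells/well to 5-fluorouridine and compound at 37 °C preceded detection. Luciferase was quantified via ONE-Glo luminescence; loss of signal denotes inhibition.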
# RORg inh – ROR gamma (mouse) transcription inhibition | Potency, µM (series often up to 53.6 µM), for the others: at the top dose activity change, negative = inhibition, hits mostly inhibitors | actives 5.4% (n = 310,000) | P51450 | Drosophila S2 Gal4-RORgamma UAS-luciferase reporter, 20 h | AID 2551; also: potency is read from the fitted curve at half-maximal effect; % is scaled to controls: 0 for no effect and ±100 for the full control effect; nearly all actives have a fitted effect of over 60% in size
# Target sequence (P51450 whole entry, looked up, the tested form may be a part): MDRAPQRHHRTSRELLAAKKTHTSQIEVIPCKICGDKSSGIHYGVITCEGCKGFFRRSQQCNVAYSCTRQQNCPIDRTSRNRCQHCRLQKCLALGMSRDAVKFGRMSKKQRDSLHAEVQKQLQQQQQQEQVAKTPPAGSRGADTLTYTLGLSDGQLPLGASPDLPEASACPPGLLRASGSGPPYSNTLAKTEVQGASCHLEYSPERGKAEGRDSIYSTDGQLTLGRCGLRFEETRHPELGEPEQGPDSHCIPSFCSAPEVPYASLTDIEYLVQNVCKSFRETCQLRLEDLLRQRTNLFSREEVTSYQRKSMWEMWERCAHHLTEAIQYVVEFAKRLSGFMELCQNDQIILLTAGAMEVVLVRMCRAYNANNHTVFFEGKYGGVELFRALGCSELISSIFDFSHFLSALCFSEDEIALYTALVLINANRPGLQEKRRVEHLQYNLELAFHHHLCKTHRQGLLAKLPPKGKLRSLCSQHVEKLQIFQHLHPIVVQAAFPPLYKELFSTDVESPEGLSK
#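 Drosophila S2 cells stably expressing Gal4-DBD/mouse RORγ fusion under metallothionein promoter plus UAS-luciferase; compound 1 h, then 700 uM CuSO4 induction for 20 h at ambient temperature; inhibition read as reduced luminescence.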
# ELG1 genotox – genotoxicity induction in ELG1-luciferase HEK293T cells. HEK293T ELG1-luciferase reporter, luminescence, 16 h. Potency, µM (top dose mostly 46 µM), for the others: at the highest dose activity change, positive = activation, actives largely listed as activators. actives 1.3% (n = 330,000); also: potency is read from the fitted curve at half-maximal effect; % of control where 0% means no effect; nearly all actives have a fitted effect of over 60% in size
#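 HEK293T cells expressing luciferase-tagged ELG1 were exposed to compound or DMSO vehicle for 16 hr at 37 °C and 5% CO2. Luciferase activity was then measured with ONE-Glo after 30 min at room temperature.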
# VP16 counter – counter-screen for ROR gamma inhibitors: Gal4-VP16 reporter; actives 3.5% (n = 310,000); Potency, µM (series often up to 53.6 µM), for the others: at the highest dose activity, negative = inhibition, usual class: inhibitors; Drosophila S2 Gal4-VP16 UAS-luciferase, luminescence, 20 h;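 also: Gal4-VP16 expression switched on by copper sulfate through the metallothionein promoter; potency is read from the fitted curve at half-maximal effect; % is scaled to controls: 0 for no effect and ±100 for the full control effect; nearly all actives have a fitted effect of over 50% in size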
# Rab9 promoter act – activators of Rab9 promoter; Potency, µM (series often up to 9.22 µM), without a hit: at the top dose activation, negative = inhibition, actives largely listed as activators; Huh7 Rab9 promoter-luciferase reporter, luminescence, 24 h; actives 2.8% (n = 320,000); also: potency is read from the fitted curve at half-maximal effect; % of control where 0% means no effect; nearly all actives have a fitted effect of over 60% in size
#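 Luminescence from Amplite-detected luciferase (10 minutes, ambient) reports Rab9 promoter activation. Before that, stable Rab9-luciferase Huh7 cells (1500/well, reduced-serum OP-MEM I plus 10% FBS) were exposed to compound for 24 hours at 37C.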
# p53 reactivation – mutant p53 re-activation in reporter cells | H1299 p53-A138V BP100-luciferase reporter, luminescence, 24 h | Potency, µM (titrated, usually from 92.2 µM), without a hit: top-dose activity change, positive = activation, hits mostly activators | actives 0.063% (n = 320,000) | AID 504706; also: potency is read from the fitted curve at half-maximal effect; % of control where 0% means no effect; nearly all actives have a fitted effect of over 45% in size
#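 H1299 (p53-null), stable ts p53-A138V + BP100-Luc; 1000 cells/well, Opti-MEM/10% FBS; cpd 4 pt, 1:5; 24 h, 37 deg C, 5% CO2; detection reagent 10 min RT; luminescence.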
# Tb PFK block – T. brucei PFK enzyme inhibition; actives 0.17% (n = 330,000); T. brucei PFK, ADP-Glo luminescence; O15648; Potency, µM (doses to about 57.5 µM), inactives show top-dose activity, negative = inhibition, actives largely listed as inhibitors;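 also: potency is read from the fitted curve at half-maximal effect; 0% = uninhibited 1x PFK enzyme wells and -100% = no-enzyme wells; nearly all actives have a fitted effect of over 60% in size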
# Target sequence (O15648 whole entry, looked up): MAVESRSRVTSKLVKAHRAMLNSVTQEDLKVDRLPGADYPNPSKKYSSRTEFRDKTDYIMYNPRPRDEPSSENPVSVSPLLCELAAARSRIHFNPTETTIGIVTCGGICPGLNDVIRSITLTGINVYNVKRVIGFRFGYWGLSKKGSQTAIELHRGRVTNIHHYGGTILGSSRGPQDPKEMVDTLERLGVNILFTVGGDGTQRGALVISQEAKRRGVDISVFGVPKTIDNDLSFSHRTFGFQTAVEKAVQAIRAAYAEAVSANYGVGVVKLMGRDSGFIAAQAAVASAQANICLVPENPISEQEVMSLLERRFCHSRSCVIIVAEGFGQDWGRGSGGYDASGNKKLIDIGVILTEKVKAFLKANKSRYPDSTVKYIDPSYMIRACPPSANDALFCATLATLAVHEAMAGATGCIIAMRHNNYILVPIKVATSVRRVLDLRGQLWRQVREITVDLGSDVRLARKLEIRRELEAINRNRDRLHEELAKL
#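 Compounds were pin-transferred as a titration series up to 57 uM into substrate buffer (0.5 mM F6P, 0.1 mM ATP, pH 8.0), then 1.25 nM PFK was added and reactions ran 45 min before ADP-Glo detection.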
# * hit, by the source's call; ? = inconclusive; nt = not tested or not shown; & = joins results of further samples; [ ] = remark or other dose. Unless noted, calls follow the shape of the dose curve; as a rule, active = well fitted curve in the direction sought with a large enough effect; inconclusive = small, poorly fitted or top-dose-only effect, or another doubt; inactive = no such curve, though single readings can be large; an effect the other way counts as inactive or inconclusive. Rows are unselected (roughly 15% active in at least one column).
SMILES,TRPV1 ag,NPC1 prom act,FLuc counter,BRCA1 expr up,ELG1 DNA repair,RORg inh,ELG1 genotox,VP16 counter,Rab9 promoter act,p53 reactivation,Tb PFK block
Cc1c(NC(=O)C(C)OC(=O)/C=C/c2ccc(OC(F)F)cc2)c(=O)n(-c2ccccc2)n1C (stereo not given),4,-2%,-7%,-9%,-8%,nt,1%,nt,1%,-8%,8%
COc1ccc(NC(=O)c2cn(CCC#N)nc2-c2cccs2)cc1,-1,-4%,-4%,6%,5%,-10%,0%,0%,-2%,-2%,0%
COc1cc2c(cc1NC(=O)COC(=O)Cn1cnc3ccccc31)oc1ccccc12,-6,28%,19µM*,21%,?,2µM*,23µM*,3%[0.365 µM],?,?,0%
O=C(Cn1cnc2c(nnn2-c2cccc(Cl)c2)c1=O)NCc1ccccc1,1,1%,1%,-19%,7%,1%,1%,0%,-4%,-1%,0%
O=C(O)c1cccc(N2C(=O)c3cccnc3C2=O)c1,2,nt,2%,2%[1.84 µM],nt,-4%,nt,2%,nt,nt,nt
CN(C)c1ccc(/C=N/NC(=O)c2nonc2N)cc1[N+](=O)[O-],12,1%,12µM*,-20%,-4%,-15%,0%,-13%,1%,9%,5%
O=C(/C=C/c1ccco1)Nc1ccc(Oc2ccc(Cl)cc2)cc1,?,-5%,-17%,-38%,-27%,19%,-5%,-11%,1%,-1%,-6%
CCC(C)(C)c1nnc(NC(=O)c2cccc([N+](=O)[O-])c2)s1,14,20%,19µM*,63%,?,13µM*,14%,?,22%,?,0%
COc1ccc(/C=C/C(=O)N2CCCc3ccccc32)cc1,22,9%,?,32%,?,?,10%,?,4%,?,0%
CSc1nc2ccc(NC(=O)C3=NNC(=O)CC3)cc2s1,23,19%,?,-22%,?,12%,10%,7%,22%,-2%,3%
COc1ccc2c(c1)CC(=O)NC=C2,-1,-5%,-2%,10%,9%,7%,5%,-3%,-1%,-1%,0%
CCC1Sc2ccc(S(=O)(=O)CCC(=O)Nc3ccccc3Cl)cc2NC1=O (stereo not given),4,-4%,0%,4%,-20%,13%,-2%[9.26 µM],-2%,4%,-2%,-24%
C=CCn1c(SCc2nc3ccccc3[nH]2)nnc1-c1ccccn1,nt,1%,-4%,2%,-22%,17%,-8%,-13%,-11%,-8%,-2%
CCOC(=O)C1=C(O)/C(=C/c2ccc(-c3ccccc3C(=O)O)o2)SC1=Nc1ccc(OC)cc1,-3,-3%,3%,-3%,?,-13%,-1%,-7%,-1%,0%,0%
O=C(Nc1ccc(Cl)cc1)c1cccc(NC2=NC3CS(=O)(=O)CC3S2)c1 (stereo not given),-4,2%,?,-24%,2%,15%,5%,-1%,-1%,nt,1%

# 2 compounds drawn at random from the list so far, as already listed:
SMILES,TRPV1 ag,NPC1 prom act,FLuc counter,BRCA1 expr up,ELG1 DNA repair,RORg inh,ELG1 genotox,VP16 counter,Rab9 promoter act,p53 reactivation,Tb PFK block
Cc1c(NC(=O)C(C)OC(=O)/C=C/c2ccc(OC(F)F)cc2)c(=O)n(-c2ccccc2)n1C (stereo not given),4,-2%,-7%,-9%,-8%,nt,1%,nt,1%,-8%,8%
O=C(/C=C/c1ccco1)Nc1ccc(Oc2ccc(Cl)cc2)cc1,?,-5%,-17%,-38%,-27%,19%,-5%,-11%,1%,-1%,-6%

# As a short view, some entries already given.
SMILES,TRPV1 ag,NPC1 prom act,FLuc counter,BRCA1 expr up,ELG1 DNA repair,RORg inh,ELG1 genotox,VP16 counter,Rab9 promoter act,p53 reactivation,Tb PFK block
CCC(C)(C)c1nnc(NC(=O)c2cccc([N+](=O)[O-])c2)s1,14,20%,19µM*,63%,?,13µM*,14%,?,22%,?,0%
COc1ccc(/C=C/C(=O)N2CCCc3ccccc32)cc1,22,9%,?,32%,?,?,10%,?,4%,?,0%
CSc1nc2ccc(NC(=O)C3=NNC(=O)CC3)cc2s1,23,19%,?,-22%,?,12%,10%,7%,22%,-2%,3%
COc1ccc2c(c1)CC(=O)NC=C2,-1,-5%,-2%,10%,9%,7%,5%,-3%,-1%,-1%,0%
CCC1Sc2ccc(S(=O)(=O)CCC(=O)Nc3ccccc3Cl)cc2NC1=O (stereo not given),4,-4%,0%,4%,-20%,13%,-2%[9.26 µM],-2%,4%,-2%,-24%

# Going on with the list:
SMILES,TRPV1 ag,NPC1 prom act,FLuc counter,BRCA1 expr up,ELG1 DNA repair,RORg inh,ELG1 genotox,VP16 counter,Rab9 promoter act,p53 reactivation,Tb PFK block
COC(=O)c1ccc(C23CC4(C2)[C@H](CN(Cc2cccnc2)[C@@H]4c2ccccc2)C3c2ccccc2)cc1 (stereo not given in full),8,-8%,-2%,0%,-12%,-15%&-28%,-1%,-4%&-12%,-4%,3%,-4%
CCCNC(=O)C(Cc1ccc(Br)cc1)NC(=O)c1ccc(C#N)cc1 (stereo not given),10,1%,1%,-25%,13%,nt,3%,nt,-6%,15%,-1%
COc1ccc(OC)c(/C=C/C(=O)N2CCN(S(=O)(=O)c3ccc(C)cc3C)CC2)c1,-5,3%,1%,-50%,?,nt,-3%,nt,-3%,-9%,2%
O=C(Nc1nccs1)C1CCN(S(=O)(=O)c2ccc(Cl)c(C(F)(F)F)c2)CC1,-5,0%,0%,3%,12%,8%,-3%,2%,-3%,2%,4%
O=c1[nH]c2cc3c(cc2cc1C(c1nnnn1C1CCCCC1)N1CCSCC1)OCCO3 (stereo not given),17,0%,1%,-72%,-18%,30%,0%,-2%,1%,-5%,-1%
COc1ccc(CCNC(=O)CCN2C(=O)[C@@H]3Cc4ccccc4CN3C2=O)cc1OC,3,-7%,1%,-20%,?,-9%,-9%,-1%,1%,-5%,-3%
CC1CCCCC1NC(=O)/C=C/c1nc2ccccc2s1 (stereo not given),?,27%,?,?,-2%,39%,3%,25%,4%,13%,1%
O=C(NN1C(=O)/C(=C/c2cccs2)SC1=S)c1ccncc1,-4,1%,-12%,-8%,4.1µM*,-5%,-19%,11%,-3%,-5%,1%
COc1cnc(-c2ccccn2)nc1Oc1ccccc1Cl,0,0%,1%,8%,?,2.2µM*,-6%,13µM*,-8%,3%,-1%
CC(C)n1nnnc1-c1cccc(Cl)c1,-1,2%,-1%,6%,-14%,3%,-1%,-1%,7%,-13%,-2%
CCC(=O)N(Cc1cc2cccc(C)c2[nH]c1=O)c1ccccc1OC,1,-8%,4%,-26%,-5%,0%,-1%,1%,3%,1%,-1%
CC(C)CC(=O)Nc1ccc(Cc2ccncc2)cc1,5,-1%,0%,-1%,5%,10%,-1%,2%,-5%,-7%,0%
O=[N+]([O-])c1cccnc1S(=O)(=O)c1ccccc1,-5,-20%,5%,-92%,-19%,8.9µM*,12%,7.1µM*,-44%[inhibitor],-14%,2%
O=C(c1ccc(Cl)s1)N1CCc2ccccc21,11,?,3.8µM*,11µM*,?,38%,6.5µM*,1%,2.5µM*,?,-10%
CC(=O)O[C@@H]1C[C@H]2C(C)(C)C(=O)C=C[C@]2(C)[C@H]2CC[C@@]3(C)[C@H](c4ccoc4)OC(=O)[C@H]4O[C@]43[C@@]21C,18,-1%,8%,-58%,?,?,-7%,-11%,-10%,-9%,-1%

# The last two records of the section before come first, to join the parts:
SMILES,TRPV1 ag,NPC1 prom act,FLuc counter,BRCA1 expr up,ELG1 DNA repair,RORg inh,ELG1 genotox,VP16 counter,Rab9 promoter act,p53 reactivation,Tb PFK block
O=C(c1ccc(Cl)s1)N1CCc2ccccc21,11,?,3.8µM*,11µM*,?,38%,6.5µM*,1%,2.5µM*,?,-10%
CC(=O)O[C@@H]1C[C@H]2C(C)(C)C(=O)C=C[C@]2(C)[C@H]2CC[C@@]3(C)[C@H](c4ccoc4)OC(=O)[C@H]4O[C@]43[C@@]21C,18,-1%,8%,-58%,?,?,-7%,-11%,-10%,-9%,-1%
CCOC(=O)c1c(NC(=O)CSc2nnc(CNc3ccc(C)cc3C)o2)sc(C)c1C,-1,0%,0%,-41%,?,3%,-8%,-6%,-4%,-10%,0%
O=C(CSc1nnc(-c2ccco2)o1)NC1CC2CCC1C2 (stereo not given),1,-8%,-1%,21%,10%,-7%[0.365 µM],-5%,nt,-1%,12%,12%
CSc1ccccc1OCc1cc(C(=O)N2CCN(Cc3nccn3C)CC2)no1,-3,-2%,0%,-5%,-5%,7%,-3%,0%,1%,4%,1%
Cc1onc(-c2ccccc2Cl)c1C(=O)c1ccccc1,?,-5%,-1%,1%,?,-16%,-6%,-12%,-5%,-1%,-1%
